APP 5'UTR act: APP 5'UTR luciferase reporter activation. SH-SY5Y APP 5'UTR luciferase reporter, luminescence; zero percent = DMSO vehicle wells. activation, % at 2 µM. 1% of 190,000 active. AID 1276;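 active means activation above a set limit, based on mean plus 3 SD of controls, cut at about 140% in these data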; further: values of inactives mirror those of a sister screen read the other way
STAT3 inh: reduces IL-6 driven STAT3 reporter signal; AID 862; 0.89% of 190,000 active; U3A cells, IL-6 STAT3-luciferase reporter, luminescence; host cell line lacks STAT1; inhibition, % at 5.5 µM;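 active means inhibition above the mean inhibition across all screened compounds plus 3 SD, cut at about 44% in these data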;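 further: 0% = DMSO only wells and 100% = 100 µM nifuroxazide control wells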
STAT1 activator: increases IFN-gamma driven STAT1 reporter signal. NIH 3T3 STAT1-luciferase reporter, luminescence; 100% = IFN-gamma alone, no compound. 2.6% of 200,000 active. activation (% of control), % at 5.5 µM;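 active means activation above the screen-wide mean activation plus 3 SD, cut at about 130% in these data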;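 further: raw ratio to IFN-gamma control signal so 100% means no change and 0% no light; values of inactives mirror those of a sister screen read the other way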
STAT3 activator: STAT3 signaling activation; activation (% of control), % at 5.6 µM; AID 871; 0.91% of 190,000 active; U3A cells, IL-6 STAT3-luciferase reporter, luminescence; 100% = signal with IL-6 EC80 alone;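 active means activation above the screen-wide mean of compound activation plus 3 SD, cut at about 130% in these data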;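 further: 0% = background luminescence of wells with medium and substrate only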
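Material: STAT1-lacking human U3A cells, STAT3 luciferase reporter | Benchmarks: IL-6-only wells as 100% reference | Probe or stimulus: IL-6 (33 ng/mL) | Timing: Compound 1 h, then IL-6 6 h at 37 °C | Detection: Luminescence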
APP transl inh: APP translation inhibition; SH-SY5Y APP 5'UTR-luciferase reporter, luminescence; 0.82% of 190,000 active; AID 1285; inhibition, % at 2 µM;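 active means inhibition above a set limit, derived from the sample mean plus 3 SD, cut at about 45% in these data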; further: values of inactives mirror those of a sister screen read the other way
FLuc stim CS: firefly luciferase counter-screen for stimulation assays; P08659; ATPlite luciferase biochemical, luminescence, 10 min; 0 = ATP-free wells, 1 = DMSO control; activation factor at 10 µM; 200,000 tested, under 10 active; AID 1027;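 active means luciferase activation factor, scaled between plate controls, of at least 2 with compound at 10 µM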
Target sequence (P08659 whole entry, looked up): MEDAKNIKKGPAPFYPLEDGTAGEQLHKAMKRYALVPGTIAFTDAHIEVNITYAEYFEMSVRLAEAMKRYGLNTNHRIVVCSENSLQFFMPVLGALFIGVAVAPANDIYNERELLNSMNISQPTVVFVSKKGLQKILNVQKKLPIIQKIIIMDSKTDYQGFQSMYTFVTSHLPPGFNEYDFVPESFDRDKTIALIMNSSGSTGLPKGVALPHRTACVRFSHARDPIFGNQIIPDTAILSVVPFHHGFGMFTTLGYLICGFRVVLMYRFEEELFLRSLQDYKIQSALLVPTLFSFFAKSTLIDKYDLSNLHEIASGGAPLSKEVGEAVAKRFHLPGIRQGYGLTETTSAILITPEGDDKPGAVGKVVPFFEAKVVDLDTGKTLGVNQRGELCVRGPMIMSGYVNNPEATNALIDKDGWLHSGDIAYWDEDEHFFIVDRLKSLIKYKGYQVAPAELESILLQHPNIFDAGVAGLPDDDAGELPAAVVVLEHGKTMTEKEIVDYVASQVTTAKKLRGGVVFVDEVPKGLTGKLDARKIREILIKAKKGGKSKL
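Material: Luciferase/luciferin reagent mix; Doses: test compounds dosed from 2 mM stocks in 100% DMSO; Schedule: 10 min incubation after luciferase reagent addition, room temperature; Measured by: luminescence from luciferase reaction; Read-out: luminescence gain marking luciferase activators.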
STAT1 inh: inhibitors of IFN-gamma induced STAT1 signaling | inhibition, % at 5.5 µM | 0.35% of 200,000 active | NIH 3T3 STAT1-luciferase reporter, luminescence;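 active means inhibition above a set limit, the mean inhibition across all tested compounds plus 3 SD, cut at about 34% in these data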;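 further: 0% = IFN-gamma with DMSO and 100% = IFN-gamma with 300 µM nifuroxazide; values of inactives mirror those of a sister screen read the other way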
ROMK primary: modulators of human ROMK potassium channel. P48048. Tet-inducible ROMK, thallium flux fluorescence; actives lie on both sides. B-score at 10 µM. 2% of 130,000 active. AID 1918;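 active means signal ratio slope over the read window, or its plate-corrected B-score, at least 3 SD from the plate mean, either direction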;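 further: B-score of the F/F0 ratio slope over 7 to 12 s after thallium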
Target sequence (P48048 whole entry, looked up): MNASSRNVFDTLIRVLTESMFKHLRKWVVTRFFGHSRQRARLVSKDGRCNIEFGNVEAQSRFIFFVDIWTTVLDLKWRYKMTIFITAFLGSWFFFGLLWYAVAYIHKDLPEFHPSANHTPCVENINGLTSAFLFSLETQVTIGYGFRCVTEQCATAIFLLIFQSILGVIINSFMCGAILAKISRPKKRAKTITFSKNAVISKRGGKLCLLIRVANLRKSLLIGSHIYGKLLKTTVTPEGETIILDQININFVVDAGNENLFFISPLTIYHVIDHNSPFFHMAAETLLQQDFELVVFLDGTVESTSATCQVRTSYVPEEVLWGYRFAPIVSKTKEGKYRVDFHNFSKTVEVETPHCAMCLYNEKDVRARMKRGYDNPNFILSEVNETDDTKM
NF-kB neuron act: raises NF-kB expression in human neuronal cells. fold change at 12.5 µM. 1.6% of 190,000 active. NF-kB reporter expression; stronger effect = higher value; in the data active means fold change above about 3.3
FLuc inhib CS: Photinus pyralis luciferase inhibition counter-screen; 1.5% of 200,000 active; ATPLite firefly luciferase biochemical luminescence, 10 min; AID 1006; inhibition, % at 10 µM;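 active means inhibition above about 50% when tested at 10 µM, limit read from the data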
An asterisk follows results filed as active.

Results for COc1ccc(CCNC(=O)CCCN2C(=O)c3ccccc3C2=O)cc1 ?
APP 5'UTR act: -8.3; STAT3 inh: 10.6; STAT1 activator: 104.6; STAT3 activator: 95.1; APP transl inh: 8.3; FLuc stim CS: 1; STAT1 inh: -8.1; ROMK primary: -0.442; NF-kB neuron act: 1.05; FLuc inhib CS: 0.2

Results for Cc1ccc(C)c(-n2c(CNC(=O)c3ccco3)nnc2SCC(=O)Nc2nnc(C)s2)c1 ?
APP 5'UTR act: -4.6; STAT3 inh: 4.5; STAT1 activator: 97.9; STAT3 activator: 103.8; APP transl inh: 4.6; FLuc stim CS: 1.1; STAT1 inh: 2.4; NF-kB neuron act: 0.98; FLuc inhib CS: -5.0

What do the screens show for `O=C1N(c2ccc3c(c2)OCCO3)C(c2ccccc2)C1(F)F` (configuration not stated)?
APP 5'UTR act: -23.0; STAT3 inh: 0.1; STAT1 activator: 94.5; STAT3 activator: 101.9; APP transl inh: 23.0; FLuc stim CS: 1; STAT1 inh: 5.2; ROMK primary: -1.19; NF-kB neuron act: 1.34; FLuc inhib CS: -2.2

How did Cc1cc(C(C)(C)C)cc(S(=O)(=O)NCCO)c1C do in these assays?
APP 5'UTR act: -3.4; STAT3 inh: 1.0; STAT1 activator: 102.3; STAT3 activator: 102.8; APP transl inh: 3.4; FLuc stim CS: 1; STAT1 inh: -2.5; ROMK primary: -0.485; NF-kB neuron act: 1.24; FLuc inhib CS: 4.7

How did CCOc1ccc(C(=O)NCc2cccnc2)cc1 do in these assays?
APP 5'UTR act: 11.0; STAT3 inh: 3.8; STAT1 activator: 103.1; STAT3 activator: 99.1; APP transl inh: -11.0; FLuc stim CS: 1; STAT1 inh: -3.4; ROMK primary: 0.368; NF-kB neuron act: 1.06; FLuc inhib CS: -1.2

How did Cc1cccc(C)c1NC(=S)N(CCN1CCCCCC1)Cc1ccco1 do in these assays?
APP 5'UTR act: -7.6; STAT3 inh: 21.9; STAT1 activator: 103.0; STAT3 activator: 87.3; APP transl inh: 7.6; FLuc stim CS: 1; STAT1 inh: -5.4; ROMK primary: -0.827; NF-kB neuron act: 1.22; FLuc inhib CS: -0.5

What do the screens show for `CC1SC(C)C(=O)N(CC(=O)NC2CCCCC2)C1=O` (configuration not stated)?
APP 5'UTR act: 2.3; STAT3 inh: 1.4; STAT1 activator: 104.8; STAT3 activator: 100.4; APP transl inh: -2.3; FLuc stim CS: 0.9; STAT1 inh: -5.2; ROMK primary: 0.295; NF-kB neuron act: 0.91; FLuc inhib CS: 6.3

How did CC(=O)NC(CC(=O)O)c1ccc(F)cc1 (configuration not stated) do in these assays?
APP 5'UTR act: 5.8; STAT3 inh: 2.3; STAT1 activator: 117.2; STAT3 activator: 102.6; APP transl inh: -5.8; FLuc stim CS: 1; STAT1 inh: -20.0; ROMK primary: -0.16; NF-kB neuron act: 1.19; FLuc inhib CS: -3.9

How did COc1ccc(/C(C)=N/NC(=S)Nc2cc(C)ccc2C)cc1 do in these assays?
APP 5'UTR act: 19.9; STAT3 inh: 11.8; STAT1 activator: 103.7; STAT3 activator: 95.5; APP transl inh: -19.9; FLuc stim CS: 1; STAT1 inh: -5.4; ROMK primary: -0.0168; NF-kB neuron act: 1.1; FLuc inhib CS: -4.9

What do the screens show for `CC1(C)CC(CC(=O)O)C(=O)O1` (configuration not stated)?
APP 5'UTR act: -2.6; STAT3 inh: -3.3; STAT1 activator: 99.2; STAT3 activator: 108.3; APP transl inh: 2.6; FLuc stim CS: 1.1; STAT1 inh: 0.9; ROMK primary: 1.68; NF-kB neuron act: 1.18; FLuc inhib CS: -7.2

How did Clc1cccc(CN2COc3c(cc(Cl)c4cccnc34)C2)c1 do in these assays?
APP 5'UTR act: -74.6; STAT3 inh: -15.2; STAT1 activator: 94.3; STAT3 activator: 110.9; APP transl inh: 74.6*; FLuc stim CS: 1; STAT1 inh: 6.2; ROMK primary: -2.24; NF-kB neuron act: 2.61; FLuc inhib CS: -3.6

Results for CCOc1ccc(CC(=O)NCC2(N3CCCCC3)CCCCC2)cc1 ?
APP 5'UTR act: 12.5; STAT3 inh: 2.8; STAT1 activator: 103.0; STAT3 activator: 100.8; APP transl inh: -12.5; FLuc stim CS: 1; STAT1 inh: -5.3; ROMK primary: -0.224; NF-kB neuron act: 0.87; FLuc inhib CS: -4.7

Filtered by structure: the compounds so far containing fluorine.
What do the screens show for `O=C1N(c2ccc3c(c2)OCCO3)C(c2ccccc2)C1(F)F` (configuration not stated)?
APP 5'UTR act: -23.0; STAT3 inh: 0.1; STAT1 activator: 94.5; STAT3 activator: 101.9; APP transl inh: 23.0; FLuc stim CS: 1; STAT1 inh: 5.2; ROMK primary: -1.19; NF-kB neuron act: 1.34; FLuc inhib CS: -2.2

How did CC(=O)NC(CC(=O)O)c1ccc(F)cc1 (configuration not stated) do in these assays?
APP 5'UTR act: 5.8; STAT3 inh: 2.3; STAT1 activator: 117.2; STAT3 activator: 102.6; APP transl inh: -5.8; FLuc stim CS: 1; STAT1 inh: -20.0; ROMK primary: -0.16; NF-kB neuron act: 1.19; FLuc inhib CS: -3.9

New compounds follow:
Results for CC(C)CC(=O)c1c[nH]c(C(=O)NCCc2ccccn2)c1 ?
STAT3 inh: 9.6; STAT1 activator: 101.5; STAT3 activator: 96.8; FLuc stim CS: 1; STAT1 inh: -1.7; NF-kB neuron act: 1.18; FLuc inhib CS: -3.1

How did O=C(NCC(O)CN1CCOCC1)c1ccc([N+](=O)[O-])cc1 (configuration not stated) do in these assays?
APP 5'UTR act: 17.6; STAT3 inh: 9.6; STAT1 activator: 99.6; STAT3 activator: 99.0; APP transl inh: -17.6; FLuc stim CS: 1.1; STAT1 inh: -1.6; ROMK primary: 0.0663; NF-kB neuron act: 1.27; FLuc inhib CS: -6.8

How did CCN(Cc1ccccc1)S(=O)(=O)c1cc(C(=O)NC(C)C2CC3CCC2C3)ccc1OC (configuration not stated) do in these assays?
APP 5'UTR act: 17.4; STAT3 inh: 2.2; STAT1 activator: 95.8; STAT3 activator: 105.9; APP transl inh: -17.4; FLuc stim CS: 1.1; STAT1 inh: 4.6; ROMK primary: -1.68; NF-kB neuron act: 0.75; FLuc inhib CS: -5.5

How did CCc1nnc(NC(=O)Cn2nc(-c3ccccc3OC)ccc2=O)s1 do in these assays?
APP 5'UTR act: 4.1; STAT3 inh: -3.2; STAT1 activator: 99.8; STAT3 activator: 107.9; APP transl inh: -4.1; FLuc stim CS: 1; STAT1 inh: 0.3; NF-kB neuron act: 1.22; FLuc inhib CS: -3.9

How did CC1Cc2ccccc2N1c1ncnc2c1nnn2Cc1ccccc1Cl (configuration not stated) do in these assays?
APP 5'UTR act: 11.4; STAT3 inh: -8.3; STAT1 activator: 93.3; STAT3 activator: 109.7; APP transl inh: -11.4; FLuc stim CS: 1; STAT1 inh: 6.1; ROMK primary: 0.154; NF-kB neuron act: 1.43; FLuc inhib CS: -4.6

What do the screens show for `COc1ccc(C(=O)/C=C(\N)C(F)(F)F)c(O)c1`?
APP 5'UTR act: -20.6; STAT3 inh: 6.9; STAT1 activator: 101.9; STAT3 activator: 99.5; APP transl inh: 20.6; FLuc stim CS: 0.9; STAT1 inh: -1.5; NF-kB neuron act: 1.37; FLuc inhib CS: 11.4

How did O=C(Cn1c(C(F)(F)F)nc2ccccc21)N1CCCC1 do in these assays?
STAT3 inh: 2.5; STAT1 activator: 95.7; STAT3 activator: 103.9; FLuc stim CS: 1.1; STAT1 inh: 4.7; ROMK primary: 0.204; NF-kB neuron act: 0.82; FLuc inhib CS: -7.0

Results for C=C(C)CNC(=S)Nc1nc2c(cc1C(=O)OCC)CCCC2 ?
APP 5'UTR act: 76.0; STAT3 inh: -0.8; STAT1 activator: 97.2; STAT3 activator: 98.8; APP transl inh: -76.0; FLuc stim CS: 0.9; STAT1 inh: 3.1; ROMK primary: 0.581; NF-kB neuron act: 2.15; FLuc inhib CS: 5.4

What do the screens show for `S=C(Cc1ccc(Cl)cc1)N1CCOCC1`?
APP 5'UTR act: 10.0; STAT3 inh: 2.0; STAT1 activator: 98.0; STAT3 activator: 100.3; APP transl inh: -10.0; FLuc stim CS: 1; STAT1 inh: 1.5; ROMK primary: 1.15; NF-kB neuron act: 1.39; FLuc inhib CS: -1.6

What do the screens show for `CN(C(=O)Nc1cnc2ccccc2c1)c1ccccc1`?
APP 5'UTR act: 44.9; STAT3 inh: -6.0; STAT1 activator: 114.0; STAT3 activator: 108.3; APP transl inh: -44.9; FLuc stim CS: 1; STAT1 inh: -15.4; ROMK primary: 0.0951; NF-kB neuron act: 1.78; FLuc inhib CS: 1.0

What do the screens show for `CCc1ccc2[nH]c(=O)c(C3C(C#N)=C(N)Oc4c3ccc3cccnc43)cc2c1` (configuration not stated)?
APP 5'UTR act: -17.6; STAT3 inh: -25.6; STAT1 activator: 110.8; STAT3 activator: 123.1; APP transl inh: 17.6; FLuc stim CS: 1.1; STAT1 inh: -12.1; NF-kB neuron act: 1.17; FLuc inhib CS: -6.0

What do the screens show for `O=C(CCCCCNC(=O)c1ccccc1)N/N=C/c1ccco1`?
APP 5'UTR act: 11.9; STAT3 inh: 11.0; STAT1 activator: 93.8; STAT3 activator: 95.3; APP transl inh: -11.9; FLuc stim CS: 1.1; STAT1 inh: 6.5; ROMK primary: 0.062; NF-kB neuron act: 1.1; FLuc inhib CS: -6.1

Results for CCOC(=O)c1cnn(-c2ncnc3sc4c(c23)CCC4)c1N ?
APP 5'UTR act: 18.5; STAT3 inh: -48.2; STAT1 activator: 94.4; STAT3 activator: 148.3*; APP transl inh: -18.5; FLuc stim CS: 1.1; STAT1 inh: 6.1; NF-kB neuron act: 1.17; FLuc inhib CS: -5.5

Results for CN(CC(=O)Nc1ccc(SC(F)F)cc1)C1CCCCC1 ?
APP 5'UTR act: -22.8; STAT3 inh: -1.2; STAT1 activator: 109.1; STAT3 activator: 102.3; APP transl inh: 22.8; FLuc stim CS: 1; STAT1 inh: -11.0; ROMK primary: -1.25; NF-kB neuron act: 1.35; FLuc inhib CS: -1.2

What do the screens show for `CCCn1c(N2CCN(S(=O)(=O)Cc3ccccc3)CC2)nc2ccccc21`?
APP 5'UTR act: 7.8; STAT3 inh: 1.4; STAT1 activator: 89.6; STAT3 activator: 102.4; APP transl inh: -7.8; FLuc stim CS: 1.1; STAT1 inh: 11.4; NF-kB neuron act: 1.04; FLuc inhib CS: -5.1

How did N#Cc1ccc(/C=N/NC(=O)CCc2ccc(S(=O)(=O)N3CCOCC3)cc2)cc1 do in these assays?
APP 5'UTR act: 6.1; STAT3 inh: -2.6; STAT1 activator: 97.6; STAT3 activator: 102.3; APP transl inh: -6.1; FLuc stim CS: 1; STAT1 inh: 2.7; ROMK primary: 0.628; NF-kB neuron act: 1.07; FLuc inhib CS: -0.8

How did COc1ccc(NC(=O)Cn2c(-c3ccccc3)cc(C(C)=O)c2C)c(OC)c1 do in these assays?
APP 5'UTR act: -1.3; STAT3 inh: -3.1; STAT1 activator: 107.3; STAT3 activator: 104.7; APP transl inh: 1.3; FLuc stim CS: 1; STAT1 inh: -9.6; NF-kB neuron act: 1.13; FLuc inhib CS: -3.9

What do the screens show for `O=C(NCCCO)c1ccc2[nH]c3c(c2c1)CCCC3`?
APP 5'UTR act: 0.2; STAT3 inh: 7.0; STAT1 activator: 106.5; STAT3 activator: 98.8; APP transl inh: -0.2; FLuc stim CS: 1; STAT1 inh: -7.1; ROMK primary: 0.0385; NF-kB neuron act: 1.31; FLuc inhib CS: 1.9

No enrichment for hits; 7.1% or so of the library scored in one or more.
